HMGR II inh: inhibitors of class II HMG-CoA reductase from Enterococcus faecalis. 190,000 compounds, 0.41% hits. purified E. faecalis HMGR, NADPH absorbance 340 nm kinetic. AID 1066. inhibition, % at 10 µM;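 active means inhibition above a set limit, the median over all tested compounds plus 3 SD, cut at about 9.5% in these data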;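 further: enzyme runs in reverse so mevalonate oxidation gives rising NADPH absorbance; 0% = complete reaction with DMSO and 100% = background rate lacking mevalonate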
PPARg SRC-3 ag: agonists of human PPARgamma SRC-3 coactivator recruitment; P37231; biochemical PPARgamma/SRC-3 coactivator recruitment assay; activation, % at 8 µM; 200,000 compounds, 0.26% hits; AID 731; in the data active means activation above about 23%;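 further: 0% = DMSO and 100% = reference agonist; some compounds past the cut are filed as inactive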
Target sequence (P37231 whole entry, looked up): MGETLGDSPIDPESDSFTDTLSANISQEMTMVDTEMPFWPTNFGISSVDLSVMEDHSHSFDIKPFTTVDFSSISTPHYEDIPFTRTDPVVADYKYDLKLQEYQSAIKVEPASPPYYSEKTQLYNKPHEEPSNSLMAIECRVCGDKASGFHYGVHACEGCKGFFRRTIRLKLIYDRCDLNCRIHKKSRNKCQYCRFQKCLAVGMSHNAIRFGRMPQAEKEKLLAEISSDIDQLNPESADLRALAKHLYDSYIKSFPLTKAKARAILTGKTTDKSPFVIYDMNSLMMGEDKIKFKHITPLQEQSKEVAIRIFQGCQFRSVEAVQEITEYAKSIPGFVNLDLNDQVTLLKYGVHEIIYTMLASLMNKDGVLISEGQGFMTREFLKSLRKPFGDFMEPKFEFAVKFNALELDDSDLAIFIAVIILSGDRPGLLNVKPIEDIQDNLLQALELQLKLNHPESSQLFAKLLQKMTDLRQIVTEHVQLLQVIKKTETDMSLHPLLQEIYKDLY
bIAP inhibitor: intestinal alkaline phosphatase (bovine) inhibition. purified bovine IAP, CDP-star luminescence, 30 min. inhibition, % at 20 µM. 190,000 tested, under 10 active. AID 1019;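 active means over 50% inhibition of intestinal alkaline phosphatase at 20 µM in the single-dose screen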
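Assay system – bovine IAP enzyme · Quantity – bovine IAP at 1/65,000,000 final dilution · Detection – CDP-star luminescence signal · Times – 30 min reaction at room temperature · Also added – CDP-star substrate at 30 µM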
SRC2 TRFRET art: counter-screen for PPARgamma SRC-2 recruitment agonists: TR-FRET artefact | hits give high values | TR-FRET ratio at 8 µM | 200,000 compounds, 0.4% hits | AID 1049; in the data active means TR-FRET ratio above about 2000; further: inactives centre near 1500; reference of the scale not given here
TNAP inh noacc: blocks human TNAP activity with no phosphate acceptor present; P05186; 200,000 compounds, 0.26% hits; inhibition, % at 20 µM; purified TNAP, CDP-star luminescence, 30 min;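 active means tissue-nonspecific alkaline phosphatase inhibition above about 50% at 20 µM in the single-dose screen, limit read from the data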;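 further: 0% = DMSO negative control and 100% = EDTA positive control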
TNAP act hi DEA: increases human TNAP activity under high phosphate acceptor concentration | P05186 | purified TNAP, CDP-star luminescence, 1 M DEA, 30 min; hits give high values; 0 = EDTA background, 1 = DMSO-only activity | activation factor at 20 µM | 200,000 tested, under 10 active | AID 1136;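 active means activation factor at least 2 at 20 µM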
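Test system – human TNAP · Doses – 20 µM single point · Incubation – 30 min, room temperature · Signal – luminescent substrate turnover signal · Read-out basis – activation factor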
TNAP inh hi DEA: inhibitors of human TNAP at high phosphate acceptor concentration; purified TNAP, CDP-star luminescence, 1 M DEA; inhibition, % at 20 µM; 200,000 compounds, 0.03% hits; AID 1135;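 active means over 50% inhibition of tissue-nonspecific alkaline phosphatase at 20 µM in the single-dose screen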;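 further: plate controls were DMSO wells for no effect and EDTA-quenched wells as full inhibition for full effect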
PPARg SRC1 recr: PPARgamma-driven SRC-1 recruitment agonism | activation, % at 8 µM | P37231 | 200,000 compounds, 0.41% hits | PPARgamma-SRC-1 coactivator recruitment biochemical assay; in the data active means activation above about 19%;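 further: 0% = DMSO and 100% = reference agonist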
PPARg SRC2 recr: promotes SRC-2 coactivator recruitment by human PPARgamma | P37231 | PPARgamma LBD-SRC-2 recruitment, biochemical | activation, % at 8 µM | 200,000 compounds, 0.34% hits | AID 1032; in the data active means activation above about 22%;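 further: 0% = vehicle and 100% = reference agonist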
bIAP activator: increases bovine intestinal alkaline phosphatase activity; purified bovine IAP, CDP-star luminescence, 30 min; hits give high values; fold of DMSO-control signal, blank-subtracted; activation factor at 20 µM; 200,000 compounds, 0.17% hits; AID 1016;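 active means activation factor of 2 or more at 20 µM, a signal rise over negative controls twice the positive control's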
* = called active by the depositor; / = not tested or not shown; & = joins results of further samples.

SMILES	HMGR II inh	PPARg SRC-3 ag	bIAP inhibitor	SRC2 TRFRET art	TNAP inh noacc	TNAP act hi DEA	TNAP inh hi DEA	PPARg SRC1 recr	PPARg SRC2 recr	bIAP activator
CCCc1nc(C(C)(C)O)c(C(=O)O)n1Cc1ccc(-c2ccccc2-c2nn[nH]n2)cc1	2.5	10.2	10.5	1654	-5.2	1.1	-7.6	-0.2	1.1	0.9
Cc1cncn1CCc1nc2c3ccccc3nc(SCC(=O)Nc3cccc(Cl)c3)n2n1	-4.4	1.1	8.1	1533	-12.9	1.1	-7.1	11.0	3.9	0.9
COc1ccc(C[C@H]2COC(=O)[C@@H]2Cc2ccc(OC3OC(CO)C(O)C(O)C3O)c(OC)c2)cc1OC (stereo partly drawn)	20.1*	-0.2	-11.9	1480	-4.3	1	-3.5	1.0	5.8	1.1
O=C(O)c1cccnc1Nc1cccc(C(F)(F)F)c1	-1.9	1.9	10.3	1536	-12.3	1	-4.6	10.6	-0.8	0.9
N#Cc1ccc(C(c2ccc(C#N)cc2)n2cncn2)cc1	-2.0	0.3	1.4	1655	-5.3	1	-1.6	-1.1	-4.9	1
CC1Cc2ccccc2N1NC(=O)c1ccc(Cl)c(S(N)(=O)=O)c1 (stereo not drawn)	4.2	0.2	9.0	1691	-6.9	1	2.5	1.9	2.9	0.9
C=CC[n+]1ccc(/C=C2\C=Cc3cc(C)ccc3N2CC)c2ccccc21	0.5	2.0	20.7	1680	24.2	0.7	28.5	12.4	5.1	0.8
CCCCCC(=O)O[C@]1(C(C)=O)CC[C@H]2[C@@H]3CCC4=CC(=O)CC[C@]4(C)[C@H]3CC[C@@]21C	4.3	-0.6	10.3	1424	-4.2	1	-3.4	1.1	2.5	0.9
CC(=O)CCCCn1c(=O)c2c(ncn2C)n(C)c1=O	-0.2&4.4	-5.2&-1.1	12.6&10.5	1525&1566	-8.7&-13.2	1&1.1	-4.0&-8.2	8.1&-0.2	9.4&4.1	0.9&0.9
C/C=C/C(=O)N(CC)c1ccccc1C	4.3	0.4	10.5	1455	-12.9	1.1	-6.1	-3.9	5.0	0.9
CN1CCCN=C1COC(=O)C(O)(c1ccccc1)C1CCCCC1 (stereo not drawn)	-2.4	5.1	14.8	1514	-9.7	1	-4.4	13.8	1.8	0.9
CC(C)=CCOc1c2ccoc2cc2oc(=O)ccc12	7.9	-2.6	14.7	1589	-8.3	1.1	-6.6	3.9	1.3	0.9
Cc1ccc(N(CC2=NCCN2)c2cccc(O)c2)cc1	-4.0&-7.9&-7.9	-2.4&-1.7&-4.5	-6.1&11.9	1535&1392&1330	7.7&2.1	1&1	-0.2&-2.5	8.1&3.0&2.8	4.3&-2.3&-1.9	1.1&0.9
C1COC(NC(C2CC2)C2CC2)=N1	-0.2	2.2	13.0	1567	-11.9	1	-4.0	17.4	-1.1	0.9
CC(=O)Nc1ccc(CC(=O)O)cc1	4.9	0.5	5.9	1709	-5.1	1	-1.1	1.8	-1.2	0.9
CCn1cc(C(=O)O)c(=O)c2cnc(N3CCNCC3)nc21	-6.2	1.1	16.6	1484	-11.2	1	-2.9	5.2	-5.3	0.8
O=c1oc2c(O)c(O)cc3c(=O)oc4c(O)c(O)cc1c4c23	23.6*	/	8.1	/	2.9	0.9	7.1	/	/	0.9
Cc1cccc2c1NC(=O)C2(c1ccc(O)cc1)c1ccc(O)cc1	-1.8	9.6	-2.4	1397	-7.1	1.1	-5.8	2.2	0.5	1
CCC(NC(C)C)C(O)c1ccc(O)c2[nH]c(=O)ccc12 (stereo not drawn)	-6.8	-0.4	11.0	1445	-7.0	1	-1.6	7.9	6.0	0.9
COc1cc2ncnc(Nc3cccc(Cl)c3)c2cc1OC	4.8	2.8	7.4	1558	-13.6	1.1	-6.4	0.8	5.6	0.9
O=C(O)CCC(=O)c1ccc(-c2ccccc2)cc1	2.0	3.2	14.1	1380	-12.3	1.1	-5.1	10.7	8.4	0.9
C/C=C(/C)C(=O)OC(C)(C)[C@@H]1Cc2c(ccc3ccc(=O)oc23)O1	3.2	3.1	8.5	1387	-6.2	1	-3.7	7.2	10.8	0.9

Shown with values under each structure: part of the list above.
Value order – HMGR II inh | PPARg SRC-3 ag | bIAP inhibitor | SRC2 TRFRET art | TNAP inh noacc | TNAP act hi DEA | TNAP inh hi DEA | PPARg SRC1 recr | PPARg SRC2 recr | bIAP activator
- CCCCCC(=O)O[C@]1(C(C)=O)CC[C@H]2[C@@H]3CCC4=CC(=O)CC[C@]4(C)[C@H]3CC[C@@]21C
 : 4.3 | -0.6 | 10.3 | 1424 | -4.2 | 1 | -3.4 | 1.1 | 2.5 | 0.9
- CC(=O)CCCCn1c(=O)c2c(ncn2C)n(C)c1=O
 : -0.2&4.4 | -5.2&-1.1 | 12.6&10.5 | 1525&1566 | -8.7&-13.2 | 1&1.1 | -4.0&-8.2 | 8.1&-0.2 | 9.4&4.1 | 0.9&0.9
- C/C=C/C(=O)N(CC)c1ccccc1C
 : 4.3 | 0.4 | 10.5 | 1455 | -12.9 | 1.1 | -6.1 | -3.9 | 5.0 | 0.9
- CN1CCCN=C1COC(=O)C(O)(c1ccccc1)C1CCCCC1 (stereo not drawn)
 : -2.4 | 5.1 | 14.8 | 1514 | -9.7 | 1 | -4.4 | 13.8 | 1.8 | 0.9
- CC(C)=CCOc1c2ccoc2cc2oc(=O)ccc12
 : 7.9 | -2.6 | 14.7 | 1589 | -8.3 | 1.1 | -6.6 | 3.9 | 1.3 | 0.9
- Cc1ccc(N(CC2=NCCN2)c2cccc(O)c2)cc1
 : -4.0&-7.9&-7.9 | -2.4&-1.7&-4.5 | -6.1&11.9 | 1535&1392&1330 | 7.7&2.1 | 1&1 | -0.2&-2.5 | 8.1&3.0&2.8 | 4.3&-2.3&-1.9 | 1.1&0.9
- C1COC(NC(C2CC2)C2CC2)=N1
 : -0.2 | 2.2 | 13.0 | 1567 | -11.9 | 1 | -4.0 | 17.4 | -1.1 | 0.9
- CC(=O)Nc1ccc(CC(=O)O)cc1
 : 4.9 | 0.5 | 5.9 | 1709 | -5.1 | 1 | -1.1 | 1.8 | -1.2 | 0.9
- CCn1cc(C(=O)O)c(=O)c2cnc(N3CCNCC3)nc21
 : -6.2 | 1.1 | 16.6 | 1484 | -11.2 | 1 | -2.9 | 5.2 | -5.3 | 0.8
- O=c1oc2c(O)c(O)cc3c(=O)oc4c(O)c(O)cc1c4c23
 : 23.6* | / | 8.1 | / | 2.9 | 0.9 | 7.1 | / | / | 0.9
- Cc1cccc2c1NC(=O)C2(c1ccc(O)cc1)c1ccc(O)cc1
 : -1.8 | 9.6 | -2.4 | 1397 | -7.1 | 1.1 | -5.8 | 2.2 | 0.5 | 1
- CCC(NC(C)C)C(O)c1ccc(O)c2[nH]c(=O)ccc12 (stereo not drawn)
 : -6.8 | -0.4 | 11.0 | 1445 | -7.0 | 1 | -1.6 | 7.9 | 6.0 | 0.9
- COc1cc2ncnc(Nc3cccc(Cl)c3)c2cc1OC
 : 4.8 | 2.8 | 7.4 | 1558 | -13.6 | 1.1 | -6.4 | 0.8 | 5.6 | 0.9

Screening results from PubChem.

The list is partial; rates above refer to the full screens.
